Coupling enz: inhibits coupling enzyme system, counter-screen for aldolase hits; activity change, negative = inhibition, % at 58.2 µM, hits read low; coupling enzyme system counterscreen, AmpLite Red fluorescence; 0.67% of 290,000 active; AID 2472; in the data active = activity change below about -30%; note: % is set by controls: 0 for no effect and ±100 for the full control effect
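Compounds tested against the coupling enzymes alone at 57.5 uM final; readout was AmpLite Red fluorescence (525/598 nm) after 20 min at RT.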
CXXC DNA block: MLL CXXC-DNA interaction inhibition; Potency, µM (highest dose often 115 µM), for inactives: top-dose activity change, negative = inhibition, actives largely listed as inhibitors; AID 2662; Q03164; MLL-CXXC / FITC-HOXA9 DNA fluorescence polarization; 0.037% of 290,000 active; active = well fitted inhibition curve with a large enough effect in the polarisation, with a control signal flat, not every such curve was filed as active; inconclusive = small, poorly fitted or top-dose-only effect, or effect the other way, or a change in a side signal; inactive = no such curve, though single readings can be large or run the other way; the % refers to the polarisation; note: potency is the fitted concentration of half-maximal effect
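Fluorescence polarization: 7 uM MLL-CXXC (stock) preincubated 5 min with compounds, then 50 nM fluorescein-HOX-A9 DNA (stock) added; 30 min ambient. Buffer 50 mM Tris-HCl pH 7.5, 50 mM NaCl, 1 mM DTT, 0.05% BSA.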
S-ASM inh: human S-ASM enzyme inhibition; P17405; placental ASM, HMU-PC fluorogenic substrate, 60 min; Potency, µM (series often up to 57.5 µM), for the others: at the highest dose activity change, negative = inhibition, hits mostly inhibitors; 0.006% of 340,000 active; note: potency is the fitted concentration of half-maximal effect
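Fluorescence read-out (Ex 386 nm, Em 447 nm) after stopping the reaction at pH 10. Enzyme: ASM from human placenta; substrate HMU-PC0, 9 uM final; 60 min, 37 °C. Compound preincubation 10 min, ambient temperature.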
A-T KAP1 phos: potential ataxia-telangiectasia treatment. […] A-T fibroblasts, KAP-1 phosphorylation AlphaLISA; neocarzinostatin DNA damage 30 min before lysis. Potency, µM (top dose mostly 57.5 µM), inactives show top-dose activation, actives largely listed as activators. 0.19% of 320,000 active; note: potency is the fitted concentration of half-maximal effect; % of control where 0% means no effect; nearly all actives have a fitted effect of over 45% in size
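ATM-like activity read as KAP-1 phosphorylation via AlphaLISA donor/acceptor antibody pairs after lysis and 6 hr at 25C. Cells were ATM-null patient fibroblasts ([…], hTERT), dosed 60 min, then exposed to the DSB inducer NCS for 30 min.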
MBNL1 CUG block: inhibitors of human MBNL1 binding to CUG repeat RNA; TR-FRET MBNL1-His/biotin-(CUG)12 binding, 665/545 ratio; Potency, µM (top dose mostly 57.5 µM), for inactives: at the highest dose activity change, negative = inhibition, actives largely listed as inhibitors; 0.036% of 280,000 active; active = well fitted inhibition curve with a large enough effect in the signal ratio, with a control signal flat, not every such curve was filed as active; inconclusive = small, poorly fitted or top-dose-only effect, or effect the other way, or a change in a side signal; inactive = no such curve, though single readings can be large or run the other way; the % refers to the signal ratio; note: potency is the fitted concentration of half-maximal effect; % is set by controls: 0 for no effect and ±100 for the full control effect
Target sequence (Q9NR56 whole entry, looked up): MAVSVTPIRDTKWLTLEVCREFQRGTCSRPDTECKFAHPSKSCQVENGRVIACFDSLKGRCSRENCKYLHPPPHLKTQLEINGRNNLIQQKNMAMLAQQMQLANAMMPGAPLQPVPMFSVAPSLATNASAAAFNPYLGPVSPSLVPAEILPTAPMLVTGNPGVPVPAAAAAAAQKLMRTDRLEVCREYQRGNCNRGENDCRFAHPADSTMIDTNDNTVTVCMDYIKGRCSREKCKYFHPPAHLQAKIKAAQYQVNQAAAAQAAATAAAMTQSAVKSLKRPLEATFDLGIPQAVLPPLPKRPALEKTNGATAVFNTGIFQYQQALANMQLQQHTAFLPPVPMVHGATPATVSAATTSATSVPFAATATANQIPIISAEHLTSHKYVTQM
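Compounds (final 92 nM to 58 uM) are added to His-tagged MBNL1 and biotin-(CUG)12, then terbium anti-His antibody and streptavidin-XL665 (5 nM final). After 60 min at room temperature, the 665/545 nm ratio is read.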
a7 integrin act: activators of alpha7 integrin expression for muscular dystrophy. alpha7betagal myoblasts, beta-gal FDG fluorescence, 48 h. Potency, µM (series often up to 38.3 µM), without a hit: top-dose activation, usual class: activators. 0.064% of 350,000 active;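 note: potency is the fitted concentration of half-maximal effect; 100% = response of the positive control SU9516; nearly all actives have a fitted effect of over 60% in size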
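alpha7betagal+/- myoblasts (passage 13, 250/well) treated 48 h at 37C with compounds at 1:260 dilution of DMSO stock. Lysed, then beta-galactosidase activity read as FDG fluorescence (ex 480/em 540) after 30 min, with pre-read for autofluorescence.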
GALK inh: blocks human galactokinase activity; P51570; Purified GALK, Kinase-Glo residual ATP luminescence; Potency, µM (doses to about 57.5 µM), for the others: at the top dose activity change, negative = inhibition, actives largely listed as inhibitors; 0.007% of 270,000 active; AID 1868; note: potency is the fitted concentration of half-maximal effect; % is set by controls: 0 for no effect and ±100 for the full control effect
Target sequence (P51570 whole entry, looked up): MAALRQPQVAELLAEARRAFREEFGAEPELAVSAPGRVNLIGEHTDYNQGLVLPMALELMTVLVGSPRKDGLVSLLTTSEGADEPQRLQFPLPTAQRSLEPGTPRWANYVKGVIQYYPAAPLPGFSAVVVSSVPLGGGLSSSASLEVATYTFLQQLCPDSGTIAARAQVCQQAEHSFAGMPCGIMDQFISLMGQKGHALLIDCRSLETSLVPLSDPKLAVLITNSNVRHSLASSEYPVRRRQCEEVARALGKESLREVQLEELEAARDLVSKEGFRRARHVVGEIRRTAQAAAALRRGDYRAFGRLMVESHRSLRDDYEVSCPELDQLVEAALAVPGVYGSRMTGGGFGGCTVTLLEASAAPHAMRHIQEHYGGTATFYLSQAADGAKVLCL
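Galactose (100 uM) and ATP (35 uM) were turned over by 5 nM GALK for 1 h at RT. Kinase-Glo Plus then converted the remaining ATP into a luminescent signal.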
hERG WT inh: inhibitors of human wildtype KCNH2 potassium channel. U2OS, BacMam KCNH2, thallium flux FluxOr; hits give low values. activity change, % at 1.84 µM. 0.37% of 340,000 active. AID 720551;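 active = maximum activity change below -70%; inconclusive = maximum activity change between -70% and -50%; inactive = maximum activity change above -50%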; note: % is set by controls: 0 for no effect and ±100 for the full control effect
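U2OS cells transduced with wild-type KCNH2 virus are loaded with FluxOr dye for 45 min, and thallium flux is measured in kinetic reads before and after stimulation buffer. Rate constants are normalized to DMSO controls.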
TRPV1 ag: human TRPV1 agonism; AID 540275; activation, % at 8.33 µM; TRPV1-expressing cells, Fluo-8 calcium influx, agonist mode; 0.19% of 320,000 active; in the data active = activation above about 80%; inconclusive = between about 30% and that limit; note: 0% is about no effect
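Cells expressing TRPV1 were dye-loaded with Fluo-8 and read kinetically: 10 s baseline, 3 min after compound (agonist portion), then 2 min after EC20 capsaicin (allosteric enhancer portion). Calcium-bound dye fluorescence at 480/520 nm.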
KCNH2 3.1 block: KCNH2 3.1 (human) potassium channel inhibition | U2OS KCNH2 3.1, thallium flux FluxOr; hits give low values | activity change, % (tested at about 1.8 µM) | 0.95% of 340,000 active | AID 720553;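 active = maximum activity change below -70%; inconclusive = maximum activity change from -70% to -50%; inactive = maximum activity change above -50%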;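 note: thallium influx rate constant from kinetic fluorescence after stimulation buffer; % is set by controls: 0 for no effect and ±100 for the full control effect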
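Steps: virus added to U2OS suspension (4 h, RT, dark); medium with 10% FBS added, cells plated, 37 C overnight; FluxOr/Red40 loading buffer 45 min RT; stimulation buffer, 2 min kinetic read; rate constant normalized.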
Numbers without * were called inactive; ? = inconclusive; nt = no result given; [ ] = remark or other dose. Unless noted, calls come from the whole dose curve; as a rule, active = well fitted curve in the direction sought with a large enough effect; inconclusive = small, poorly fitted or top-dose-only effect, or another doubt; inactive = no such curve, though single readings can be large; an effect the other way counts as inactive or inconclusive.

SMILES	Coupling enz	CXXC DNA block	S-ASM inh	A-T KAP1 phos	MBNL1 CUG block	a7 integrin act	GALK inh	hERG WT inh	TRPV1 ag	KCNH2 3.1 block
COc1cc(NS(=O)(=O)c2ccc(NC(=O)COc3ccc(C)cc3C)cc2)nc(OC)n1	6	-11%	-3%	9%	-8%	21%	0%	-17	-7	5
CC(C)COC(=O)C1C2C=CC3(CN(C4CCCC4)C(=O)C13)O2 (stereo not given)	1	0%	0%	8%	-6%	-1%	0%	-7	0	-2
O=C(C1CCOCC1)N1CCCC(N2CCN(c3cccc(Cl)c3)CC2)C1 (stereo not given)	nt	-14%	5%	18%	-2%	?	-8%	1	-4	4
Cc1ccc(C)n1CCN1CCN(CC(=O)Nc2cc(C(F)(F)F)ccc2Cl)CC1	-5	-6%	nt	8%	-7%	nt	2%	nt	-4	nt
NC(=S)NC(c1ccccc1)c1ccncc1 (stereo not given)	nt	nt	4%	nt	nt	0%	nt	-4	nt	2
COC(=O)c1ccccc1NC(=O)NCc1ccncc1	0	-22%	3%	4%	4%	-9%	5%	nt	6	-4
O=C(CSc1nccn1-c1ccc(F)cc1)Nc1ccc2c(c1)OCO2	nt	11%	1%	4%	3%	2%	0%	2	4	3
O=C(CC1CCCC1)NNC(=O)c1ccc(Br)cc1	nt	nt	4%	-3%	nt	-3%	nt	-4	7	2
CCn1c(=O)n(CC(=O)Nc2cc(OC)c(OC)c(OC)c2)c(=O)c2ccccc21	4	11%	5%	nt	-4%	12%	2%	-7	0	1
Cc1cccc(C(=O)O/N=C/c2ccc(Br)cc2)c1	0	12%	-3%	9%	-10%	14%	-3%	-9	?	-5
O=C(COC(=O)/C=C/c1cccc(Cl)c1)Nc1ccccc1-c1ccccc1	0	9%	nt	20%	-7%	nt	0%	nt	5	nt
Cc1ccc(CN2CCN(CC(=O)NCc3ccccc3)CC2)cc1	0	7%	1%	8%	-6%	7%	-7%	20	4	24
CCOC(=O)CNC(=O)C(Cc1ccccc1)NS(=O)(=O)c1ccc2c(c1)CCC(=O)N2 (stereo not given)	nt	nt	1%	nt	nt	7%	nt	-8	nt	-15
COc1cccc(C2c3[nH]c4ccccc4c3C[C@H]3C(=O)N(c4ccccc4C(=O)N4CCCC4C(=O)O)C(=O)N23)c1 (stereo not given in full)	1	8%	2%	8%	-6%	-8%	nt	-8	1	15
Cn1cc(C(=O)N/N=C/C=C/c2ccccc2)ccc1=O	-2	0%	-2%	-5%	?	-39%[inhibitor]	-1%	0	14	-3
O=C(Cc1ccc(Br)cc1)Nc1ccccc1Sc1ccccc1	1	1%	-9%	17%	14%	26%	-1%	6	2	2
COc1cc(CNCc2ccccn2)ccc1OCc1ccc(Cl)cc1Cl	3	?	-5%	-3%	-4%	-54%[inhibitor]	-2%	1	15	?
CCOC(=O)C(Cc1ccccc1)NC(=O)CNC(=O)CNC(=O)OCc1ccccc1 (stereo not given)	7	2%	6%	4%	3%	6%	0%	-3	-5	1
COC(=O)Nc1ccc(Cn2cc(C(F)(F)F)ccc2=O)cc1	-1	1%	8%	8%	-1%	11%	6%	-1	-7	4
CC(=O)c1ccc(C(=O)N2CCC(n3nccc3NC(=O)C3CC3)CC2)cc1	0	0%	4%	2%	-1%	-16%	5%	-6	0	0
COc1ccc(CCNC(=O)CCCn2ncn3c(cc4occc43)c2=O)c(OC)c1	0	3%	-1%	3%	5%	?	-1%	-3	-1	0
CCOC(=O)CSc1nnc2n1C(C)(C)Cc1ccccc1-2	4	0%	2%	1%	4%	4%	-1%	-7	7	5
COc1ccc(NC(=O)C(=O)NCCN2CCN(C(=O)c3ccc(C(C)(C)C)cc3)CC2)cc1	2	nt	4%	-5%	-6%	-13%	nt	4	?	-12
Cc1ccc(-c2cc(C(=O)NCc3ccco3)c3ccccc3n2)s1	-6	8%	495%[activator]	0%	?	0%	-3%	-2	-1	-6
Cc1ccc(-c2nc(CS(=O)(=O)CC(=O)NCCCN3CCOCC3)c(C)o2)cc1	nt	-2%	3%	-8%	4%	-20%	1%	3	0	12

New compounds follow
SMILES	Coupling enz	CXXC DNA block	S-ASM inh	A-T KAP1 phos	MBNL1 CUG block	a7 integrin act	GALK inh	hERG WT inh	TRPV1 ag	KCNH2 3.1 block
O=C(O)CSc1nnc(COc2cccc3cccnc23)n1-c1ccc(Cl)cc1	3	-11%	4%	8%[11.5 µM]	-11%	13%	2%	6	0	-4
O=C(CCn1cccc1)NCc1ccc2c(c1)OCO2	3	0%	7%	-1%	0%	-5%	-1%	0	3	8
COCCCNC(=O)CN(CCc1ccccc1)S(=O)(=O)c1ccc(OC)cc1	3	4%	9%	-1%	-1%	16%	12%	0	2	12
Cc1ccc(NC(=O)CN(C)C(=O)C2CC(=O)N(Cc3ccccc3)C2)cc1 (stereo not given)	nt	23%	6%	4%	2%	36%	-6%	10	4	-1
Cc1ccc(S(=O)(=O)NC(=O)N2CCCC2)cc1	nt	nt	3%	nt	nt	24%	nt	-4	nt	3
Cc1csc(NC(=O)c2sccc2C)n1	-3	20%	1%	-3%	-9%	27%	10%	7	-2	-2
O=C1CCN(Cc2ccccc2)S(=O)(=O)c2ccc(F)cc21	nt	nt	-1%	9%	nt	3%	nt	-6	5	20
O=C(NCCCN1CCOCC1)c1ccc(Cl)cc1[N+](=O)[O-]	1	5%	2%	0%[11.5 µM]	?	4%	-2%	-18	0	5
CCN(CC)S(=O)(=O)c1ccc(Cl)c(NC(=O)COc2ccc(OC)cc2[N+](=O)[O-])c1	0	-4%	2%	3%	nt	1%	1%	-26	-1	-11
CCOC(=O)c1sc(NC(=O)CSc2nnc(C(C)C)n2C)nc1C	2	-2%	-1%	0%	-8%	-3%	-3%	-4	2	14
O=C(NCCCN1CCOCC1)C1CC(=O)N(C2CCCCC2)C1 (stereo not given)	1	0%	3%	34%	-10%	17%	0%	-6	-5	0
Cc1cc(C)n(C(=O)c2ccc(Cl)c(F)c2F)n1	-1	-3%	-3%	-8%	-3%	22%	0%	3	13	-12
COc1ccc(Cc2n[nH]c(=S)o2)cc1	-11	-3%	7%	6%	4%	22%	0%	-8	6	22

By substructure, those above containing a halogen
SMILES	Coupling enz	CXXC DNA block	S-ASM inh	A-T KAP1 phos	MBNL1 CUG block	a7 integrin act	GALK inh	hERG WT inh	TRPV1 ag	KCNH2 3.1 block
O=C(C1CCOCC1)N1CCCC(N2CCN(c3cccc(Cl)c3)CC2)C1 (stereo not given)	nt	-14%	5%	18%	-2%	?	-8%	1	-4	4
Cc1ccc(C)n1CCN1CCN(CC(=O)Nc2cc(C(F)(F)F)ccc2Cl)CC1	-5	-6%	nt	8%	-7%	nt	2%	nt	-4	nt
O=C(CSc1nccn1-c1ccc(F)cc1)Nc1ccc2c(c1)OCO2	nt	11%	1%	4%	3%	2%	0%	2	4	3
O=C(CC1CCCC1)NNC(=O)c1ccc(Br)cc1	nt	nt	4%	-3%	nt	-3%	nt	-4	7	2
Cc1cccc(C(=O)O/N=C/c2ccc(Br)cc2)c1	0	12%	-3%	9%	-10%	14%	-3%	-9	?	-5
O=C(COC(=O)/C=C/c1cccc(Cl)c1)Nc1ccccc1-c1ccccc1	0	9%	nt	20%	-7%	nt	0%	nt	5	nt
O=C(Cc1ccc(Br)cc1)Nc1ccccc1Sc1ccccc1	1	1%	-9%	17%	14%	26%	-1%	6	2	2
COc1cc(CNCc2ccccn2)ccc1OCc1ccc(Cl)cc1Cl	3	?	-5%	-3%	-4%	-54%[inhibitor]	-2%	1	15	?
COC(=O)Nc1ccc(Cn2cc(C(F)(F)F)ccc2=O)cc1	-1	1%	8%	8%	-1%	11%	6%	-1	-7	4
O=C(O)CSc1nnc(COc2cccc3cccnc23)n1-c1ccc(Cl)cc1	3	-11%	4%	8%[11.5 µM]	-11%	13%	2%	6	0	-4
O=C1CCN(Cc2ccccc2)S(=O)(=O)c2ccc(F)cc21	nt	nt	-1%	9%	nt	3%	nt	-6	5	20
O=C(NCCCN1CCOCC1)c1ccc(Cl)cc1[N+](=O)[O-]	1	5%	2%	0%[11.5 µM]	?	4%	-2%	-18	0	5
CCN(CC)S(=O)(=O)c1ccc(Cl)c(NC(=O)COc2ccc(OC)cc2[N+](=O)[O-])c1	0	-4%	2%	3%	nt	1%	1%	-26	-1	-11
Cc1cc(C)n(C(=O)c2ccc(Cl)c(F)c2F)n1	-1	-3%	-3%	-8%	-3%	22%	0%	3	13	-12

Screens as filed in PubChem BioAssay.

Random draw from the library; overall some 2% were active at least once.
